# BRCA1 expr up: qHTS Assay to Identify Small Molecule Activators of BRCA1 Expression; MCF7-BRCA1-FFLuc reporter, luminescence, 48 h; response scale: scaled: vehicle 0%, 10 µM genistein 100%; AID 624202, 2012; Potency, µM (series often up to 46.1 µM), inactives show at the top dose activation, most hits filed as activators; actives 1.1% (n = 380,000); also: potency is read from the fitted curve at half-maximal effect; nearly all actives have a fitted effect of over 80% in size; some results filed as inactive show a strong effect at the top dose
#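 Using MCF7 cells harboring a BRCA1 firefly luciferase reporter, plated 2 h before compound pinning, the screen measured luminescence after 48 h incubation. Responses were normalized to DMSO and 10 microM genistein, then fitted for concentration-effect.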
# PTAP TSG101 blk: qHTS Assay for Iinhibitors of HIV-1 Budding by Blocking the Interaction of PTAP/TSG101; 340,000 tested, under 10 active; AID 493005, 2010; Potency, µM (titrated, usually from 115 µM), for inactives: at the top dose activity change, negative = inhibition, hits mostly inhibitors; Fluorescence polarization, FITC-PTAP peptide / Tsg101 binding; active = well fitted inhibition curve with a large enough effect in the main read-out, with a control signal flat, not every such curve was filed as active; inconclusive = small, poorly fitted or top-dose-only effect, or effect the other way, or a change in a side signal; inactive = no such curve, though single readings can be large or run the other way; also: potency is read from the fitted curve at half-maximal effect; % of control where 0% means no effect
#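 Steps: Tsg101 binding domain dispensed (10 uM final), compounds pinned in DMSO, FITC-labeled PTAP-motif peptide added (50 nM final); after 20 min binding at room temperature, polarization measured.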
# A-T KAP1 phos: qHTS Assay for Identifying a Potential Treatment of Ataxia-Telangiectasia. Potency, µM (series often up to 57.5 µM), without a hit: at the top dose activation, usual class: activators. AID 485349, 2010. actives 0.19% (n = 320,000). […] A-T fibroblasts, KAP-1 phosphorylation AlphaLISA; neocarzinostatin DNA damage 30 min before lysis; also: potency is read from the fitted curve at half-maximal effect; % of control where 0% means no effect; nearly all actives have a fitted effect of over 45% in size
#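 ATM-like activity read as KAP-1 phosphorylation via AlphaLISA donor/acceptor antibody pairs after lysis and 6 hr at 25C. Cells were ATM-null patient fibroblasts ([…], hTERT), dosed 60 min, then exposed to the DSB inducer NCS for 30 min.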
# B2AR arrestin: qHTS assay of beta-arrestin-biased ligands of beta2-adrenergic receptor; Beta-2 adrenergic receptor (Homo sapiens), P07550; beta-arrestin recruitment to beta2AR, cell-based reporter; Potency, µM (series often up to 46.1 µM), inactives show at the highest dose activation, actives largely listed as activators; actives 0.02% (n = 330,000);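 also: potency is read from the fitted curve at half-maximal effect; 0% = DMSO controls and full agonism = EC100 isoproterenol or metaproterenol; nearly all actives have a fitted effect of over 65% in size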
# CXXC DNA block: qHTS Fluorescence Polarization Assay for Inhibitors of MLL CXXC domain - DNA interaction. Histone-lysine N-methyltransferase 2A (Homo sapiens), Q03164. MLL-CXXC / FITC-HOXA9 DNA fluorescence polarization. Potency, µM (highest dose often 115 µM), for the others: at the top dose activity change, negative = inhibition, usual class: inhibitors. actives 0.037% (n = 290,000). AID 2662, 2010; active = well fitted inhibition curve with a large enough effect in the polarisation, with a control signal flat, not every such curve was filed as active; inconclusive = small, poorly fitted or top-dose-only effect, or effect the other way, or a change in a side signal; inactive = no such curve, though single readings can be large or run the other way; the % refers to the polarisation; also: potency is read from the fitted curve at half-maximal effect
#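 Steps: dispense CXXC domain solution (7 uM) → pin compounds or unlabeled HOX-A9 DNA control → 5 min ambient → add FLSN-HOX-A9 solution (50 nM) → spin → 30 min ambient → fluorescence polarization. Tris pH 7.5/NaCl/DTT/BSA buffer.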
# TCR activator: Activators of T cell receptors: qHTS campaign; 330,000 tested, under 10 active; Potency, µM (top dose mostly 9.22 µM), for the others: top-dose activation of IL-2 secretion, usual class: activators; primary human leukocytes, anti-CD3, IL-2 HTRF, 48 h; also: % of control where 0% means no effect
#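 HTRF read-out of IL-2 secretion: europium cryptate donor excited at 320nm, d2 acceptor emission at 665nm. Cells were primary human leukocytes incubated 48 hr with compounds and a-CD3 beads, supplying TCR signal only.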
# TRPV1 agonist: HTS Assay for Compounds that Act as Agonists of the Vanilloid Receptor 1 | activation, % at 8.33 µM | AID 540275, 2011 | actives 0.19% (n = 320,000) | Transient receptor potential cation channel subfamily V member 1 (Homo sapiens), Q8NER1 | TRPV1-expressing cells, Fluo-8 calcium influx, agonist mode; in the data active = activation above about 80%; inconclusive = between about 30% and that limit; also: 0% is about no effect
# Target sequence (Q8NER1 whole entry, looked up): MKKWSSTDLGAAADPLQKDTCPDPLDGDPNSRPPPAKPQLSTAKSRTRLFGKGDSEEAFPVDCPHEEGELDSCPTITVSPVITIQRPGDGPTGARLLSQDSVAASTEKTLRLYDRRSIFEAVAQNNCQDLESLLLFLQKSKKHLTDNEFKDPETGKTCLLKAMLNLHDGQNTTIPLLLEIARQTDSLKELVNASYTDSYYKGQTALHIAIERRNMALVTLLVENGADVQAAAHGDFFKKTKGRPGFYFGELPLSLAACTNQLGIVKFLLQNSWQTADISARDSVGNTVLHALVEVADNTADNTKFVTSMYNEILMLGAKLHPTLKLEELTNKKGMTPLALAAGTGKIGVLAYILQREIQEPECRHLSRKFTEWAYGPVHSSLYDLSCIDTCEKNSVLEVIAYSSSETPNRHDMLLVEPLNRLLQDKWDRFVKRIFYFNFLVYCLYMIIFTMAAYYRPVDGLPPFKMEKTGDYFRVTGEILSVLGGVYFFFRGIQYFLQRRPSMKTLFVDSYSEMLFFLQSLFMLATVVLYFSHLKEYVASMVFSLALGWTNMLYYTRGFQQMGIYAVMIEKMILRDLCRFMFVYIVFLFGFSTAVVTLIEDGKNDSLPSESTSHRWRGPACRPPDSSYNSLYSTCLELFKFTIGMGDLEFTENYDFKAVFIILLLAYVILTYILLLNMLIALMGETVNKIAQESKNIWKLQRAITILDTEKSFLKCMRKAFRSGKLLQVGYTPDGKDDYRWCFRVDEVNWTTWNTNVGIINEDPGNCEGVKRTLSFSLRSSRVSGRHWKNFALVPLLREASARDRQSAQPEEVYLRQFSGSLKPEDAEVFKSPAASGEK
#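 Fluo-8 calcium influx in TRPV1-expressing cells, kinetic read (ex 480/em 520 nm). Compound added and read 3 min for agonist activity, followed by capsaicin at EC20 final and 2 min further read for enhancement.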
# p53 reactivator: qHTS assay for re-activators of p53 using a Luc reporter; H1299 p53-A138V BP100-luciferase reporter, luminescence, 24 h; actives 0.063% (n = 320,000); Potency, µM (top dose mostly 92.2 µM), without a hit: top-dose activity change, positive = activation, most hits filed as activators; AID 504706, 2011; also: potency is read from the fitted curve at half-maximal effect; % of control where 0% means no effect; nearly all actives have a fitted effect of over 45% in size
#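 p53-null H1299 cells stably carrying temperature-sensitive p53-A138V and a BP100-luciferase reporter were pinned with compounds (4-point, 1:5 series) and held 24 hrs at 37 deg C. Luminescence was read 10 min after detection reagent.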
# ELG1 repair inh: qHTS screen for small molecules that inhibit ELG1-dependent DNA repair in human embryonic kidney (HEK293T) cells expressing luciferase-tagged ELG1; AID 504467, 2011; HEK293T ELG1-luciferase reporter, luminescence, 16 h; DNA damage induced by 5-fluorouridine; Potency, µM (series often up to 46.1 µM), without a hit: at the highest dose activity change, negative = inhibition, usual class: inhibitors; actives 2.3% (n = 330,000); also: potency is read from the fitted curve at half-maximal effect; % is scaled to controls: 0 for no effect and ±100 for the full control effect; nearly all actives have a fitted effect of over 55% in size
#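 Overnight (16 hr) co-exposure of 2,000 cells/well to 5-fluorouridine and compound at 37 °C preceded detection. Luciferase was quantified via ONE-Glo luminescence; loss of signal denotes inhibition.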
# a7 integrin act: qHTS for Activators of Integrin-Mediated Alleviation for Muscular Dystrophy; Potency, µM (highest dose often 38.3 µM), inactives show at the highest dose activation, actives largely listed as activators; actives 0.064% (n = 350,000); AID 624291, 2012; alpha7betagal myoblasts, beta-gal FDG fluorescence, 48 h;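 also: potency is read from the fitted curve at half-maximal effect; 100% = response of the positive control SU9516; nearly all actives have a fitted effect of over 60% in size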
#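 alpha7betagal+/- myoblasts (passage 13, 250/well) treated 48 h at 37C with compounds at 1:260 dilution of DMSO stock. Lysed, then beta-galactosidase activity read as FDG fluorescence (ex 480/em 540) after 30 min, with pre-read for autofluorescence.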
# Active calls of the source: *; ? = inconclusive; · = not tested or not shown; & = joins results of further samples; [ ] = dose if it differs, or a comment. Unless noted, calls follow the shape of the dose curve; as a rule, active = well fitted curve in the direction sought with a large enough effect; inconclusive = small, poorly fitted or top-dose-only effect, or another doubt; inactive = no such curve, though single readings can be large; an effect the other way counts as inactive or inconclusive.
SMILES,BRCA1 expr up,PTAP TSG101 blk,A-T KAP1 phos,B2AR arrestin,CXXC DNA block,TCR activator,TRPV1 agonist,p53 reactivator,ELG1 repair inh,a7 integrin act
COC(=O)[C@@]1(Cc2ccccc2)[C@H]2C(=O)N(Cc3ccccc3)C(=O)[C@H]2[C@H]2CN=C(SCc3ccc(C#N)cc3)N21,-22%,0%,6%,-0.8%,·,3%[46.1 µM],·,-3%,-22%,-7%
O=C(O)Cc1ccc(NS(=O)(=O)c2ccccc2Br)cc1,6%,-3%,-6%,-0.2%,11%,-8%,-3,-6%,7%,4%
O=C(COC(=O)C1(c2cccc(F)c2)CCCC1)NCc1cccs1,-1%,1%,3%,0.0%,-2%,-6%,17,2%,4%,4%
NC(=O)CC(NC(=O)Cc1ccc(Br)cc1)c1ccc(N2CCN(c3ccccn3)CC2)c([N+](=O)[O-])c1 (centres undefined),-38%,-1%,-7%,-1.5%,-5%,0%,-1,7%,?,-44%[inhibitor]
O=C(Oc1ccc2c(c1)OCO2)c1cccs1,-4%,-9%,2%,-0.2%,108%[activator],7%,1,-1%,13%,8%
C=CCNC(=S)N/N=C/c1cn(C)c2ccccc12,-20%,0%,14%,?,1%,-5%,0,-1%,?,-17%
Fc1ccc(-c2nc3cnccn3c2NC2CCCC2)cc1,-38%,-8%,0%,-0.1%,-2%,-5%,5,2%,-12%,9%
O=c1oc(CCO)cc2ccccc12,0%,-4%,-2%,-0.2%,·,11%,·,-2%,9%,8%
Cc1cc(Nc2cc(F)ccc2C)n2nc(C)nc2n1,8%,-4%,-7%,-1.7%,-4%,9%,-4,-9%,20%,2%
CC(=O)N1CCc2ccc(S(=O)(=O)N3CCN(C)CC3)cc21,5%,-1%,2%,-0.1%,2%,-3%[46.1 µM],-7,-2%,-8%,5%
CCN(C(=O)COC(=O)C1CCN(S(=O)(=O)c2c(Cl)cccc2Cl)CC1)C1CCCCC1,-19%,-3%,9%,-0.2%,-19%,-8%,-1,-7%,-6%,-37%
CCOC(=O)CSc1ccc(S(=O)(=O)N2CCCC2)cc1[N+](=O)[O-],-1%,1%,0%,-0.2%,-7%,-2%,4,6%,3%,?
CC(=O)NC(CC(=O)NCc1ccncc1)c1ccccc1 (centres undefined),-4%,0%,54%,0.4%,-19%,1%,0,-7%,9%,7%
COc1ccc(OC2CCN(C(=O)Nc3ccc(C)cc3)CC2)cc1,-9%,-7%,-4%,-0.5%,-4%,-7%,?,1%,-10%,-9%
O=C(Nc1ccc2c(c1)OCO2)C1CC(=O)N(c2cccc(Cl)c2)C1 (centres undefined),-2%,-1%,1%,0.0%,11%,-1%,?,13%,3%,0%
Cc1ccc(S(=O)(=O)CCC(=O)OCC(=O)NCC(=O)Nc2cccc(C)c2C)cc1,4%,-2%,-2%,-0.6%,5%,-3%,-1,8%,0%,-47%[inhibitor]
O=C(Cc1c[nH]c2ccccc12)NNC(=O)c1ccccc1,-6%,-10%,-1%,-0.6%,6%,-2%[46.1 µM],1,-1%,21%,-4%
COc1cccc(C(c2nnnn2Cc2ccccc2)N2CCN(C3CCCC3)CC2)c1OC (centres undefined),-17%,-3%,-2%,-0.1%,-4%,1%,3,?,?,18%
O=C(Cn1ncc2c1-c1ccccc1OC2)N1CCc2ccccc21,-2%,-7%,0%,-0.5%,8%,-3%[46.1 µM],1,2%,4%,5%
CCc1ccc(S(=O)(=O)NCc2cn3c(C)csc3n2)s1,16%,-4%,-2%,-0.3%,-12%,-4%,0,2%,-7%,-2%
COc1ccc(S(=O)(=O)/N=C2/C=CC(=O)C(C)=C2C)cc1,-14%,-3%,-1%,-0.2%,10%,-4%,-1,-9%,0%,-17%
COc1ccc(C(=O)NC2CCCc3ccccc32)cc1 (centres undefined),28%,-4%,-3%,-0.5%,8%,-2%,24,12%,27%,-8%
COc1ccc(/C=N/NC(=O)c2ccc3c(c2)OCCO3)cc1[N+](=O)[O-],10%,-5%,-1%,-0.6%,11%,0%[46.1 µM],1,12%,13%,3%
CCN1C(=O)N(c2ccc(C(C)=O)cc2)S(=O)(=O)c2ccccc21,2%&1%,-8%,7%,-0.9%,10%,2%,2,-6%,0%,9%
O=C(Nc1ccc(S(=O)(=O)Nc2nccs2)cc1)C1=NN(c2ccccc2)C(=O)CC1,-11%,2%,10%,-0.4%,0%,-2%,-1,0%,-2%,-1%
# (listing goes on)
SMILES,BRCA1 expr up,PTAP TSG101 blk,A-T KAP1 phos,B2AR arrestin,CXXC DNA block,TCR activator,TRPV1 agonist,p53 reactivator,ELG1 repair inh,a7 integrin act
COc1ccc(-c2ccc(CCC(=O)O)n2C(C)C)cc1,13%,-1%,-2%,-0.7%,9%,·,1,0%,0%,-1%
N#Cc1nc(COc2ccccc2F)oc1NCCCn1ccnc1,6%,-3%,-1%,-0.2%,-1%,2%,0,?,9%,0%
CC(C)N(Cc1ccc(F)cc1)C(=O)c1cc2ccccc2oc1=O,·,·,11%,-0.3%,-7%,·,0,3%,?,·
O=C(Nc1cccc(F)c1)c1cc(S(=O)(=O)NCCC2=CCCCC2)ccc1F,-42%,-3%,-1%,-0.6%,2%,5%[46.1 µM],1,-11%,?,-36%
COC(=O)/C=C1\S/C(=N/N=C/c2ccco2)NC1=O,-48%,8%,-7%,-0.1%,4%,9%,2,2%,12%,6%
COc1ccc(NC(=O)COC(=O)CCc2ccc(S(=O)(=O)N3CCOCC3)cc2)c(OC)c1,11%,0%,3%,6.0%,·,6%,·,-2%,?,0%
O=C(CSc1cccc[n+]1[O-])Nc1cc([N+](=O)[O-])ccc1Cl,-3%,-2%,2%,-0.1%,-5%,-1%,-5,-2%,4%,9%
COc1ccc(OC)c(N2C(=O)CC(C(C)c3ccccc3)C2=O)c1 (centres undefined),-25%,-3%,3%,0.2%,8%,5%,1,-9%,0%,1%
Cn1c(N)c(C(=O)COC(=O)[C@H](Cc2ccccc2)N2C(=O)c3ccccc3C2=O)c(=O)n(C)c1=O,-34%,0%,1%,-0.3%,5%,-2%[46.1 µM],-1,-3%,-22%,-8%
COC(=O)C(C)N(C#N)c1nc(NC(C)C)nc(SC)n1 (centres undefined),-28%,-4%,1%,-0.5%,-3%,-1%,-1,-2%,-14%,-9%
O=C(COC(=O)C1CCN(S(=O)(=O)c2cccs2)CC1)Nc1ccccc1Br,-31%,-4%,-2%,0.3%,9%,-1%,8,-4%,-8%,-5%
O=C(Oc1cccc(NC(=O)c2ccco2)c1)c1cccc(S(=O)(=O)N2CCCCC2)c1,?,-3%,·,-1.0%,0%,-28%,0,8%,?,3%
COc1ccc(C(=O)Nc2ccc(N3CCN(C(=O)C(C)C)CC3)cc2)cc1[N+](=O)[O-],4%,1%,·,0.4%,13%,7%,-2,-5%,1%,-12%
Cn1ncc(Cl)c1C(=O)N1CCN(c2ccc(Cl)c(Cl)c2)CC1,-48%,-1%,0%,-0.4%,14%,-3%,-3,-26%,-8%,-24%
N=c1c(S(=O)(=O)c2ccc(Br)cc2)cc2c(=O)n3ccccc3nc2n1C1CCCC1,-17%,0%,-4%,0.0%,-7%,8%,19,0%,18%,14%
COCC(=O)Nc1ccc(S(=O)(=O)N2CCCC2)cc1,-10%,0%,11%,0.4%,?,10%,6,-2%,7%,-15%
Cc1nnc(SCc2nnc(-c3cccs3)o2)n1C,-2%,-2%,6%,0.0%,1%,14%,-4,-1%,?,-12%
CC(=O)OC(Cn1ccnc1)c1ccccc1 (centres undefined),7%,2%,-1%,-0.1%,-2%,4%,-1,?,4%,0%
Cc1cc(C)c2c(CN3CCN(C/C=C/c4ccccc4)CC3)cc(=O)oc2c1,-24%,-3%,-4%,0.1%,4%,·,-5,3%,?,-44%
O=C(Nc1ccc(S(=O)(=O)N2CCCC2)cc1)N1c2ccccc2Sc2ccccc21,-44%,-3%,1%,-1.2%,5%,2%,1,-4%,?,-47%[inhibitor]

# Source: PubChem (National Center for Advancing Translational Sciences (NCATS))
